Screening data from PubChem.
GoLoco inh red: qHTS Assay for Inhibitors of RGS12 GoLoco Motif Activity (Red Fluorophore); Gai1:RGS12 GoLoco peptide FP, rhodamine, 10 min; Potency, µM (top dose mostly 61.6 µM), inactives show at the highest dose activity, negative = inhibition, hits mostly inhibitors; hit rate 0.44% among 230,000; active = well fitted inhibition curve with a large enough effect, not every such curve was filed as active; inactive = no such curve, though single readings can be large or run the other way; also: nearly all actives have a fitted effect of over 30% in size; many of its hits are not listed in these tables
Target sequence (P63096 whole entry, looked up): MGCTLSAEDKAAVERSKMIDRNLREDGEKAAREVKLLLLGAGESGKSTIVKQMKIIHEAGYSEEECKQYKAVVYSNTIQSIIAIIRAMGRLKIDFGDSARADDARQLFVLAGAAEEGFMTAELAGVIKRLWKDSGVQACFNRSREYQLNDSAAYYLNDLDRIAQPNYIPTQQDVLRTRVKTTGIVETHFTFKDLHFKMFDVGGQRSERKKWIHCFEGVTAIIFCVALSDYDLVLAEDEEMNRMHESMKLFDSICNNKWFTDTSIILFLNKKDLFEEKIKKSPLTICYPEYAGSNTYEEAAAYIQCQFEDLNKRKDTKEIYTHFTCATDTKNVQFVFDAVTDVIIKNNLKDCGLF
RECQ1 helicase: qHTS Assay for Inhibitors of RecQ-Like Dna Helicase 1 (RECQ1) | Potency, µM (series often up to 57.3 µM), without a hit: at the highest dose activity, negative = inhibition, usual class: inhibitors | RECQ1 DNA unwinding, red fluorescence kinetic read | hit rate 0.54% among 240,000;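 also: plate controls were vehicle for no effect and no enzyme for full effect; nearly all actives have a fitted effect of over 30% in size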
Target sequence (P46063 whole entry, looked up): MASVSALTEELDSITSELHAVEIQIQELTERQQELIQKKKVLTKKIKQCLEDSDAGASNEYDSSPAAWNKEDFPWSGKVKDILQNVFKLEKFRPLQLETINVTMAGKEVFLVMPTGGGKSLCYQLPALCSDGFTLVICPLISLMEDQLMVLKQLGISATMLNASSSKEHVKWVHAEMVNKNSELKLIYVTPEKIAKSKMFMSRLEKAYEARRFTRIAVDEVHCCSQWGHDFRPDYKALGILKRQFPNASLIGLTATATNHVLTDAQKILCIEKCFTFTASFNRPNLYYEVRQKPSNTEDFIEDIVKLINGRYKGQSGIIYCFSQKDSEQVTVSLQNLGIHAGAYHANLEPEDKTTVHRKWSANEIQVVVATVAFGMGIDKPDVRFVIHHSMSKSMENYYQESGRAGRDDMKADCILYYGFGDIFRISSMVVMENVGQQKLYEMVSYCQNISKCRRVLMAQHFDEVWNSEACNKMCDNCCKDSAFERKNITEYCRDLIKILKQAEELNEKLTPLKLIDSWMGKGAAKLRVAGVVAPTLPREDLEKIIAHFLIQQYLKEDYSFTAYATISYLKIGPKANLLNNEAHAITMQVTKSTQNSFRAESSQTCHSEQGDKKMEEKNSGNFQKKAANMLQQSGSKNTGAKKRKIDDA
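50 nM RECQ1T1 preincubated 15 min with compound in Tris pH 8.0 buffer with MgCl2, DTT, Tween-20 and 2.5 ug/ml poly(dI-dC); started with 200 nM TAMRA/BHQ-2 forked duplex and 2 mM ATP. Unwinding read as fluorescence (525/598 nm), two reads 2 h apart.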
L3MBTL1 block: qHTS Assay for the Inhibitors of L3MBTL1. Lethal(3)malignant brain tumor-like protein 1 (Homo sapiens), Q9Y468. AlphaScreen L3MBTL1–H3K9me1 peptide binding. hit rate 0.66% among 230,000. Potency, µM (series often up to 57.1 µM), for inactives: at the top dose activity, negative = inhibition, actives largely listed as inhibitors; also: nearly all actives have a fitted effect of over 60% in size
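AlphaScreen proximity signal between nickel-chelate acceptor and streptavidin donor beads (final 10 ug/mL) reports binding of 50 nM L3MBTL1 to 75 nM biotin-H3 K9me1 peptide; complex incubated with compounds 30 min at room temperature; cefsulodin titration as control.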
TR SRC2 fluor cs: Total Fluorescence Counterscreen for Inhibitors of the Interaction of Thyroid Hormone Receptor and Steroid Receptor Coregulator 2; TRb/SRC2 Texas Red total fluorescence interference; Potency, µM (titrated, usually from 106 µM), without a hit: at the top dose fluorescence change, negative = quenching; hit rate 0.29% among 280,000; active = well fitted curve in either direction with a large enough effect; inconclusive = small, poorly fitted or top-dose-only effect
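Human TRb ligand-binding domain at 0.6 uM with 20 nM Texas Red SRC2 peptide in Tris buffer containing 1 uM T3 and 5% DMSO, incubated with compound 5 h at ambient temperature. Total fluorescence (555/632 nm) calculated as parallel + 2 × perpendicular.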
GAA inhib: qHTS Assay for Inhibitors of Human alpha-Glucosidase as a Potential Chaperone Treatment of Pompe Disease; Lysosomal alpha-glucosidase (Homo sapiens), P10253; hit rate 0.005% among 200,000; purified human GAA, 4-MU-alpha-glucoside fluorescence; Potency, µM (titrated, usually from 76.9 µM), without a hit: top-dose activity change, negative = inhibition, hits mostly inhibitors;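 also: plate controls were uninhibited enzyme wells for no effect and no-enzyme background for full effect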
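qHTS format, compound range up to 77 uM. Human lysosomal enzyme at 4 nM, 400 uM 4-MU glucoside substrate, pH 5.0, 20 min room temperature; fluorescence after alkaline stop gives activity normalized to controls.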
GAA glycogen: qHTS Assay for Inhibitors and Activators of Human alpha-Glucosidase Cleavage of Glycogen; recombinant GAA, glycogen substrate, Amplex Red glucose oxidase fluorescence; hit rate 0.38% among 300,000; Potency, µM (titrated, usually from 76.4 µM), inactives show at the top dose activity change, negative = inhibition, hits mostly inhibitors; Lysosomal alpha-glucosidase (Homo sapiens), P10253;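 also: 0% = full enzyme reaction and -100% = no-enzyme basal signal; the screen sought inhibitors and activators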
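Recombinant human alpha-glucosidase (4 nM final) hydrolysed bovine liver glycogen (30 ug) for 40 min at 37 C in pH 5.0 citrate/phosphate with 0.01% Tween-20. Released glucose detected by glucose oxidase/Amplex Red, Ex 573/Em 610 nm. Compounds up to 77 uM; AC50 from Hill fits.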
GAA spleen mod: qHTS Assay for Inhibitors and Activators of Human alpha-Glucosidase From Spleen Homogenate. Lysosomal alpha-glucosidase (Homo sapiens), P10253. human spleen homogenate, 4-MU-alpha-glucoside fluorescence. Potency, µM (doses to about 79.9 µM), for inactives: at the top dose activity change, negative = inhibition, actives largely listed as inhibitors. hit rate 0.006% among 240,000. AID 2112, 2009;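 also: 0% = enzyme with vehicle and -100% = no enzyme basal signal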
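Compounds were titrated against alpha-glucosidase in spleen homogenate at pH 5.0, with 1 mM 4-methylumbelliferyl substrate for 40 min at 37 C. Reactions were quenched with pH 10 NaOH/glycine and fluorescence measured.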
TRb SRC2 PPI: qHTS for Inhibitors of the Interaction of Thyroid Hormone Receptor and Steroid Receptor Coregulator 2; Potency, µM (highest dose often 106 µM), without a hit: top-dose activity change, negative = inhibition, usual class: inhibitors; AID 1469, 2008; hit rate 0.065% among 280,000; TRbeta-SRC2 peptide binding, fluorescence polarization; receptor liganded with 1 µM T3; Thyroid hormone receptor beta (Homo sapiens), P10828;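 also: plate controls were bound peptide for no effect and peptide without receptor for full effect; nearly all actives have a fitted effect of over 50% in size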
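Human TRb ligand-binding domain (0.6 uM) is mixed with 20 nM Texas Red SRC2 peptide and 1 uM T3; after compound addition and 5 hr at ambient temperature, polarization is measured and normalized to unbound and bound controls.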
* = called active by the depositor; i = inactive; u = inconclusive; x = not tested or not shown; [ ] = remark or other dose. Unless noted, calls follow the shape of the dose curve; as a rule, active = well fitted curve in the direction sought with a large enough effect; inconclusive = small, poorly fitted or top-dose-only effect, or another doubt; inactive = no such curve, though single readings can be large; an effect the other way counts as inactive or inconclusive. Unless noted, % is scaled to controls: 0 for no effect and ±100 for the full control effect; potency is read from the fitted curve at half-maximal effect.

compound	GoLoco inh red	RECQ1 helicase	L3MBTL1 block	TR SRC2 fluor cs	GAA inhib	GAA glycogen	GAA spleen mod	TRb SRC2 PPI
O=C(C1CCN(CCCc2ccccc2)CC1)N1CCCCC1	-30%	10%	x	-4%	3%	-4%	10%	-3%
COc1ncnc2c1oc1ccccc12	2%	10%	-5%	-5%	-2%	16%	1%	7%
COCCN1C(=O)c2ccc(C(=O)NCc3cccnc3)cc2C1=O	8%	-1%	-2%	1%	-1%	5%	12%	-17%
COC(=O)c1ccn(-c2nc(-c3ccco3)cc(C(F)(F)F)n2)n1	-13%	18%	x	1%	-1%	2%	5%	-16%
COc1ccc(OCCCn2cccc2/C=C2/C(=N)N3OC(C)=CC3=NC2=O)cc1	9%	-6%	x	-5%	-6%	-7%	-2%	0%
O=CN(Cc1ccco1)C1(C(=O)NC2CCCCC2)CCCCC1	4%	-1%	-1%	2%	-5%	2%	-4%	-10%
Cn1c(SCC(=O)N/N=C/C=C\c2ccccc2[N+](=O)[O-])nc2ccccc21	-12%	-1%	12%	-5%	-5%	-9%	-23%	5%
O=C(/C=C/c1c(Cl)cccc1Cl)n1cccn1	-13%	i	-5%	-2%	-3%	6%	-1%	-6%
CC1CCN(c2cc(N3CCC(C)CC3)c([N+](=O)[O-])cc2/C=C(\C#N)c2nn(-c3ccccc3)c(N)c2C#N)CC1	6%	13%	-7%	0%	0%	6%	-16%	3%
COc1ccc(/C=N/OCC(=O)Nn2c(C)nc3ccccc3c2=O)cc1	3%	4%	9%	0%	-3%	10%	1%	5%
CC(=O)NC1(C(F)(F)F)NC(=O)N(CC(C)C)C1=O (stereo not drawn)	2%	-3%	2%	-2%	-5%	5%	-18%	-8%
CC(C)OC(=O)c1c(NC(=O)CCn2nnc3ccccc32)sc2c1CCCC2	5%	-11%	-5%	1%	-4%	-4%	-5%	3%
CCn1c2ccccc2c2cc(NC(=O)c3ccc(C)c([N+](=O)[O-])c3)ccc21	8%	i	-1%	0%	-11%	8%	-16%	5%
COc1cnc(-c2ccccn2)nc1Oc1ccc(Cl)c2ccccc12	2%	-7%	-16%	-3%	-1%	2%	-4%	9%
Nc1c(C(=O)N/N=C/c2cccnc2)oc2nc(-c3ccco3)cc(-c3ccco3)c12	17%	-20%	-7%	-3%	x	2%	4%	-1%

Structures shown so far with a Cl atom:
compound	GoLoco inh red	RECQ1 helicase	L3MBTL1 block	TR SRC2 fluor cs	GAA inhib	GAA glycogen	GAA spleen mod	TRb SRC2 PPI
O=C(/C=C/c1c(Cl)cccc1Cl)n1cccn1	-13%	i	-5%	-2%	-3%	6%	-1%	-6%
COc1cnc(-c2ccccn2)nc1Oc1ccc(Cl)c2ccccc12	2%	-7%	-16%	-3%	-1%	2%	-4%	9%

Further structures follow:
compound	GoLoco inh red	RECQ1 helicase	L3MBTL1 block	TR SRC2 fluor cs	GAA inhib	GAA glycogen	GAA spleen mod	TRb SRC2 PPI
CNc1ccc(S(=O)(=O)NC)cc1[N+](=O)[O-]	5%	-2%	1%	-8%	-5%	-16%	-13%	1%
COc1ccc(C(=O)NCC(=O)OCC(=O)NC(=O)NC2CCCCC2)cc1OC	-1%	4%	12%	-2%	2%	5%	-9%	0%
COC(=O)c1ccc(CN2CCN(CCC(C)C)C(CCO)C2)cc1 (stereo not drawn)	4%	-10%	-3%	1%[53 µM]	12%	-4%	4%	2%[53 µM]
CC1=CC(C)(C)[N+](C)(C)c2ccccc21	9%	-6%	13%	-3%[53 µM]	3%	-4%	-3%	1%[53 µM]
CC(C)Cn1c(=O)c2c(c3ccccc31)OC(C)C(=O)N2 (stereo not drawn)	7%	-7%	4%	-3%	3%	5%	-7%	-3%
O=C(NC(CC(=O)N1CCN(c2ccc([N+](=O)[O-])cc2)CC1)c1ccccc1)c1ccccc1Cl (stereo not drawn)	-7%	-5%	-3%	-1%	2%	9%	2%	3%
CCCCN(CCCNc1ncnc2nc[nH]c12)c1ccccc1	-17%	2%	-17%	-2%	0%	-17%	-3%	-3%
CCN(CC)S(=O)(=O)c1ccc(S(=O)(=O)Nc2cc3c(cc2C(C)=O)OCO3)cc1	x	i	31%[activator]	2%	-3%	-12%	-3%	-16%
COc1cccc(CNCCN2CCOCC2)c1OC	-6%	-8%	x	0%	-3%	6%	-9%	-1%
CCn1cc(/C=N/NC(=O)c2ccc3c(c2)OCO3)cn1	3%	-14%	4%	-1%	3%	-5%	-3%	10%
COc1cc(NC(=S)NCCC(c2ccccc2)c2ccccc2)cc(OC)c1	7%	-19%	-14%	6%	-8%	-5%	0%	-7%
C/C(=N/OC(=O)c1ccc(F)cc1)c1ccc(C)cc1	15%	-3%	6%	-2%	-3%	-1%	-10%	-15%
COCCNc1ccnc(-c2ccccc2CN(C)C)n1	4%	-11%	x	-1%	x	x	-2%	-4%
COc1ccc(-n2nnnc2SCC(=O)Nc2cccc(C)n2)cc1OC	-8%	1%	x	0%	-1%	3%	2%	2%
CCN(CC)C(=S)NC(=O)c1ccc(OC)c(Br)c1	4%	u	-12%	-1%	-1%	6%	3%	4%
COc1ccccc1Nc1c2c(nc3ccc(N)cc13)CCCC2	0%	-3%	x	0%	x	-7%	3%	-7%
COc1cc(O)c2c(c1)OC(C)(C)CC2=O	-5%	-17%	10%	0%	2%	9%	-1%	-16%
CCCn1nc2cc(C(=O)N(CC)c3ccc(OC)cc3)ccc2c1OCC	4%	-9%	3%	1%	5%	4%	3%	-2%
N/C(=N\OC(=O)c1cccc(Br)c1)c1ccc(Br)cc1	-12%	i	-1%	0%	8%	7%	-6%	-5%
Cc1c(S(=O)(=O)N2CCOCC2)c(=O)n(C)c(=O)n1C	-4%	0%	4%	-2%	1%	-2%	-7%	13%
O=C1CC(C(=O)N2CCOCC2)C2(CCCC2)O1 (stereo not drawn)	1%	8%	8%	-2%	6%	0%	0%	-14%
Cc1ccccc1N(CC(=O)Nc1ccccc1C(=O)NCc1ccco1)S(=O)(=O)c1ccccc1	11%	-9%	-6%	1%	-12%	-3%	-6%	11%
O=C(OCc1nnc(-c2ccccc2)o1)c1cc(Cl)ccc1[N+](=O)[O-]	10%	-6%	-6%	-1%	3%	7%	1%	-6%
CN(C)/C=C1\C(=O)N(c2ccc(F)cc2F)C(c2cccnc2)S1(=O)=O (stereo not drawn)	8%	17%	x	-1%	x	1%	-7%	3%
COc1ccccc1N=Nc1c(C)noc1C	-4%	-7%	u	-1%	-13%[15.4 µM]	-7%	7%	0%
Cc1occc1C(=O)Nc1ccc(S(N)(=O)=O)cc1	34%[activator]	i	-20%	-1%	u	20%	-1%	6%
COc1ccc(-c2csc(NC(=O)c3ccc(S(=O)(=O)N4CCc5ccccc5C4)cc3)n2)c(OC)c1	7%	i	2%	-5%	-5%	2%	1%	-4%
O=C(CN1CCN(c2ccccc2)CC1)c1ccc2cc[nH]c2c1	4%	-15%	x	1%	-4%	17%	2%	1%
CC(C)Nc1nc(SCC(N)=O)nc(N2CCOCC2)n1	3%	i	x	2%	-2%	0%	8%	0%
O=C(COc1ccccc1)OCc1cc2ccccc2[nH]c1=O	8%	i	7%	1%	1%	13%	1%	-2%
Cc1cc(C)c2[nH]c(=O)c(CN(Cc3nnnn3C3CCCC3)C3CCCCC3)cc2c1	0%	i	-5%	1%	-3%	8%	-3%	-1%
Cc1cccc(C)c1C(=O)N[C@@H](Cc1ccccc1)C(=O)O	-2%	-16%	u	-3%	x	3%	7%	-10%
O=C(Cc1ccc(F)cc1)NCCc1ccccc1	5%	i	x	1%	-3%	3%	-2%	7%
Cc1cccc(-n2nc([N+](=O)[O-])c(=NC3CCN(Cc4ccccc4)CC3)n2O)c1	0%	i	x	-2%	-12%	5%	1%	3%
CC(C)Cn1c(-c2ccco2)csc1=Nc1cccnc1	35%[activator]	u	-14%	4%	-4%	-13%	-4%	-10%
O=C1c2ccccc2C(=O)C1Cc1cccc2ccccc12	-5%	-7%	x	-1%	2%	2%	0%	-4%
CCn1c(=N)c(S(=O)(=O)c2ccc(Cl)cc2)cc2c(=O)n3ccccc3nc21	12%	-1%	-7%	0%	10%	16%	-6%	-1%
COc1cc(-n2nc(C)c3c2OC(N)=C(C#N)C3c2ccccc2)c(Cl)c(Br)c1O (stereo not drawn)	16%	19%	x	-8%	0%	u	-2%	4%
COc1ccc(NC(=O)CN(C)S(=O)(=O)c2ccccc2)cc1	10%	i	x	0%	u	21%	6%	-1%
COc1ccc(Cn2c(C3CCCCC3)nc3c(c(=O)c4ccccc4n3C)c2=O)cc1	-3%	-1%	-17%	0%	x	5%	3%	8%
CCOc1ccc(-n2ccnc2SCC(=O)Nc2cc(C)on2)cc1	2%	0%	x	-1%	3%	-1%	8%	-6%
CCCCn1c(/N=C/c2ccccc2NS(=O)(=O)c2ccc(C)cc2)nc2ccccc21	-3%	-6%	-14%	-4%	1%	-5%	11%	4%
O=C(CSc1nnc(-c2ccccc2F)n1C1CC1)NC(=O)c1cccc([N+](=O)[O-])c1	12%	-3%	4%	11%	7%	11%	-8%	2%
COc1ccc(N/C=C\C(=O)c2ccc(C)cc2)cc1OC	-2%	-10%	-5%	-2%	10%	u	-5%	2%

Only part of the results is shown, so the mix of outcomes need not match the whole.
